MCF10A rerep = inducers of DNA re-replication in MCF 10A breast cells | MCF 10A DNA re-replication, Hoechst nuclear intensity, 48 h | Potency, µM (doses to about 46.1 µM), without a hit: top-dose activity, positive = re-replication, actives largely listed as activators | 350,000 compounds, 2.9% hits; also: potency is read from the fitted curve at half-maximal effect; % of control where 0% means no effect; nearly all actives have a fitted effect of over 50% in size
HT1080 IDH1KD tx = HT-1080 IDH1 knockdown cell toxicity (counter line); HT-1080 IDH1 knockdown viability, ATP luminescence, 48 h; 360,000 compounds, 2% hits; Potency, µM (series often up to 46.1 µM), for the others: top-dose activity, negative = toxicity, most hits filed as cytotoxic; AID 686971;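 also: potency is read from the fitted curve at half-maximal effect; 0% = DMSO wells and -100% = cell-free medium wells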
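% activity derives from luminescence (CellTiter-Glo), normalised to DMSO and no-cell wells. HT-1080-IDH1KD cells, 750/well, had 48 h compound exposure at 37 °C.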
ATXN viability = viability counter-screen for ATXN expression inhibitors; 400,000 compounds, 0.49% hits; Potency, µM (doses to about 56.7 µM), usual class: cytotoxic; S2 cells (HEK-293 line with an ATXN2-luciferase reporter) viability, CellTiter-Fluor protease fluorescence, 24 h; AID 651635; also: potency is read from the fitted curve at half-maximal effect; nearly all actives have a fitted effect of over 40% in size
KB-3-1 cytotox = KB-3-1 parental cell cytotoxicity. Potency, µM (top dose mostly 46.1 µM), without a hit: at the top dose activity change, negative = cytotoxic, usual class: cytotoxic. AID 1347075. 400,000 compounds, 1.4% hits. KB-3-1 viability, CellTiter-Glo ATP luminescence, 72 h; also: potency is read from the fitted curve at half-maximal effect; % is scaled to controls: 0 for no effect and ±100 for the full control effect; nearly all actives have a fitted effect of over 60% in size
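72 h, 37 °C compound treatment of KB-3-1 parental cells; CellTiter-Glo added, 10 min, luminescence read. Data corrected against DMSO-only plates and normalized before curve fitting.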
IL-1B inflam inh = inhibitors of inflammasome signaling (IL-1 beta secretion) | THP-1 LPS/ATP IL-1B secretion, AlphaLISA, 16 h; active compounds read low | activity change, % at 57.5 µM | 360,000 compounds, 4.7% hits | AID 743279; in the data active = activity change below about -50%; inconclusive = mostly about -30% to -49%; also: % is scaled to controls: 0 for no effect and ±100 for the full control effect
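THP-1 cells pretreated 1 hr with compounds (up to 57.5 uM final), then stimulated with LPS (250 ng/mL final) plus ATP (1.25 mM final); secreted IL-1B measured by AlphaLISA after 16 hr, decreased signal indicating inhibition.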
ATXN2 expr inh = reduces ATXN2 reporter expression in HEK-293 cells | Potency, µM (series often up to 57 µM), inactives show at the highest dose activity change, negative = inhibition, hits mostly inhibitors | HEK-293 ATXN2-luciferase reporter, luminescence, 24 h | AID 1745845 | 360,000 compounds, 0.72% hits; also: potency is read from the fitted curve at half-maximal effect; % is scaled to controls: 0 for no effect and ±100 for the full control effect; nearly all actives have a fitted effect of over 55% in size
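qHTS (up to 57 uM final) was run with 24 h compound exposure of reporter cells at 37 °C. Each well was multiplexed: SteadyGlo luminescence measured ATXN2-luciferase expression after a fluorogenic Gly-Phe-AFC viability readout (25 uM final).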
HT1080NT lethal = kills 2HG-producing HT-1080-NT fibrosarcoma cells; Potency, µM (titrated, usually from 46.1 µM), for inactives: at the highest dose activity, negative = less viability, most hits filed as cytotoxic; 360,000 compounds, 1.6% hits; AID 686970; HT-1080-NT fibrosarcoma viability, CellTiter-Glo ATP luminescence, 48 h;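 also: NT is the 2HG producing partner of a matched IDH1 knockdown line; potency is read from the fitted curve at half-maximal effect; 0% = DMSO-treated cells and -100% = media-only wells without cells; nearly all actives have a fitted effect of over 55% in size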
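Luminescent CellTiter-Glo readout after 48 hours of compound exposure at 37 degrees C defined viability of HT-1080-NT cells. Activity was normalized to DMSO wells and cell-free media wells; concentration-response curves were fitted and assigned curve classes.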
SW480 rereplic = inducers of DNA re-replication in SW480 colon cancer cells; SW480 DNA re-replication, Hoechst DNA content imaging, 48 h; Potency, µM (highest dose often 46.1 µM), inactives show at the highest dose re-replication activation, usual class: activators; 340,000 compounds, 1.8% hits; also: potency is read from the fitted curve at half-maximal effect; % of control where 0% means no effect; nearly all actives have a fitted effect of over 55% in size
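Image-based DNA-content assay: after two days of treatment, nuclei were labelled with the DNA dye Hoechst and imaged, and hits were compounds raising the count of nuclei showing high fluorescence intensity.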
KB-V1 cytotox = kills drug-selected multidrug resistant KB-V1 cells | KB-V1 MDR cells viability, CellTiter-Glo, 72 h | Potency, µM (doses to about 46.1 µM), without a hit: at the top dose activity change, negative = cytotoxicity, hits mostly cytotoxic | 400,000 compounds, 3.4% hits; also: potency is read from the fitted curve at half-maximal effect; % is scaled to controls: 0 for no effect and ±100 for the full control effect; nearly all actives have a fitted effect of over 60% in size
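Cytotoxicity toward P-gp-expressing KB-V1 cells was determined as loss of CellTiter-Glo luminescence after 72 h at 37 degrees C. Compounds were tested in quantitative HTS format across a concentration range, with curves fitted to normalized data.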
The depositor's hits bear a star; i = inactive; u = inconclusive; x = no result given; & = joins results of further samples; [ ] = dose if it differs, or a comment. Unless noted, calls follow the shape of the dose curve; as a rule, active = well fitted curve in the direction sought with a large enough effect; inconclusive = small, poorly fitted or top-dose-only effect, or another doubt; inactive = no such curve, though single readings can be large; an effect the other way counts as inactive or inconclusive. Rows were taken by chance. About 11% of those tested had a hit in this group.

SMILES	MCF10A rerep	HT1080 IDH1KD tx	ATXN viability	KB-3-1 cytotox	IL-1B inflam inh	ATXN2 expr inh	HT1080NT lethal	SW480 rereplic	KB-V1 cytotox
COc1ccccc1N1CCN(C(=O)C2CC(=O)N(c3ccccc3)C2)CC1 (stereo not drawn)	-29%	0%	i	2%	72	-3%	5%	6%	-1%
COCCNC(=O)Cn1nc(-c2ccc(C)cc2)ccc1=O	12%	-2%	i	0%	-14	3%	0%	-24%	-5%
COc1ccc(C(CC(=O)NC(C)(C)C)n2cccc2)cc1 (stereo not drawn)	-7%	u	i	0%	19	2%	16%	-16%	-9%
O=C(CNC(=O)c1ccco1)N/N=C/c1ccc(O)cc1O	12%	-14%	i	0%	42	x	-14%	1%	27%
Cc1cccc(-n2c(SCC(=O)NCc3ccco3)nc3ccccc3c2=O)c1	u	u	i	-23%	u	-9%	-22%	u	10µM*
O=C(CN1C(=O)COc2ccc(S(=O)(=O)N3CCOCC3)cc21)NCc1ccco1	5%	1%	i	4%	4	20%	12%	-10%	3%
CCCCN(C(=O)c1c(C)[nH]c(C(=O)OCC)c1C)c1ccccc1	16%	u	i	-2%	22	-12%	9%	11%	-11%
O=C(NC(C(=O)c1ccccc1)N1CCCCCC1)c1ccco1 (stereo not drawn)	1%	15%	i	22%	0	5%	13%	-5%	-16%
COc1cccc(CNc2ccc(F)c(Cl)c2)c1	17%	-4%	u	7%	-17	-12%	7%	-3%	-6%
CCC(C)[C@H](NC(=O)NCc1ccccc1Cl)C(=O)OC (stereo partly drawn)	-1%	4%	i	0%	-6	1%	1%	0%	-1%
Cc1cc(N=CC2=C(O)CC(C)(C)CC2=O)no1	8%	8%	i	0%	16	-3%	-1%	2%	12%
C=CCn1c(COc2cccc3ccc(C)nc23)nnc1SCC(N)=O	-1%	2%	i	0%	18	7%	1%	-21%	0%
CC/C(=N/NC(=O)CCC(=O)Nc1ccccc1OC)c1ccccc1	16%	11%	i	7%	-5	6%	3%	2%	4%
O=C(NNC(=O)c1ccc(Br)s1)c1ccc(F)c(S(=O)(=O)N2CCOCC2)c1	-5%	0%	i	-2%	44	-22%	-6%	17%	0%
CCN(CCCNC(=O)Cn1ncc2c([nH]c3ccc(C)cc32)c1=O)c1ccccc1	2%	11%	i	-5%&3%	11	9%&-2%	26%	1%	-5%&-5%
COC(=O)c1[nH]c2ccccc2c1NC(=O)C(C)N1CCN(C(=O)c2ccco2)CC1 (stereo not drawn)	-7%	10%	i	0%	16	-16%	6%	-4%	0%
CC(=O)Oc1ccc(/C=N/NC(=S)Nc2ccccc2)cc1	6%	-1%	i	0%	18	84%[activator]	1%	0%	-22%
Cc1cccc(C(=O)OCc2cnc(Cl)s2)c1	-2%	14%	i	5%	-9	-5%	11%	-1%	9%
Cc1cc(Br)ccc1NC(=O)C1CCN(C(=O)c2ccco2)CC1	2%	7%	i	12%	-11	-16%	0%	13%	-13%
COc1cccc(C(=O)OCC(=O)c2ccc(Br)s2)c1	2%	1%	i	14%	0	-4%	0%	-1%	7%
CCOC(=O)C1(C)CCCN1C(=O)c1ccccc1F (stereo not drawn)	x	11%	i	0%	32	1%	u	x	3%
NC(=O)C1CC(=O)N(c2ccc(OCc3ccc(Cl)c(Cl)c3)cc2)C1 (stereo not drawn)	x	-7%	i	0%	-28	x	-7%	x	-1%
O=C(Oc1ccc(-n2cnnn2)cc1)c1ccco1	0%	11%	i	14%	23	-16%	10%	-6%	17%
CCOc1ccc(CNC(=O)CCc2cn(Cc3ccccc3)c3ccccc23)cc1	u	-5%	i	-9%	36	-7%	-10%	-7%	-13%
CC(C)C[C@H]1CN([C@@H](CC(C)C)CN2CCC[C@H]2CN2C(=O)C(=O)NC[C@@H]2Cc2ccc(O)cc2)C(=O)C(=O)N1CCc1ccccc1	x	-6%	i	18%	u	7%	-21%	x	u
SMILES	MCF10A rerep	HT1080 IDH1KD tx	ATXN viability	KB-3-1 cytotox	IL-1B inflam inh	ATXN2 expr inh	HT1080NT lethal	SW480 rereplic	KB-V1 cytotox
Cn1cc(CN2CCC(N3CCNC(=O)CC3)CC2)c(-c2ccccc2F)n1	0%	8%	i	1%	43	-2%	13%	-3%	28%
Cc1nn(-c2ccccc2)c2c1CC(=O)Nc1ccccc1-2	1.3µM*	u	u	0.65µM*	27	38%	u	1.5µM*	1.6µM*
CCc1ccc(-n2nc(C)c3c(C)cc(=O)n(CC(=O)Nc4ccc(C)c(F)c4)c32)cc1	x	x	i	3%	x	0%	x	x	-5%
COc1cc(C2NC(=S)NC3=C2C(=O)CCC3)ccc1O (stereo not drawn)	-6%	24%	i	5%	-6	18%	25%	-5%	-4%
O=C(Nc1ccc(F)cc1)OCCOc1ccc([N+](=O)[O-])cc1	2%	-1%	i	1%	57	x	-2%	2%	0%
CCCCCCCCN1C(=O)[C@H](CC(=O)NCc2ccc(C)o2)C[C@@]2(C(=O)OCC)CCC=C12	x	u	x	-2%	x	x	u	x	u
CC(NC(=O)Nc1ccc2c(c1)OCO2)C1CCCO1 (stereo not drawn)	-1%	5%	i	2%	7	46%[activator]	0%	-2%	6%
CNS(=O)(=O)c1ccc(NC(=O)c2nc3nc(C)cc(C(F)F)n3n2)cc1	x	x	i	1%	x	6%	x	x	-3%
CC(=O)Nc1ccc(S(=O)(=O)NC2=C(N3CCN(c4ccc(F)cc4)CC3)C(=O)c3ccccc3C2=O)cc1	16µM*	u	u	-23%	-7	-15%	u	16µM*	u
Cc1ccc(-c2cc(NC=O)c3ncc(-c4cccc(C(=O)N(C)C)c4)n3c2)cc1	x	u	i	u	-14	-31%	u	x	-20%
O=c1c(-c2ccccc2)c(O)nc2ccccn12	-12%	2%	i	0%	6	11%	-6%	-6%	6%
O=C(NC(O)C(=O)c1cccs1)c1cccnc1 (stereo not drawn)	-3%	6%	i	2%	23	-5%	10%	-2%	16%
Cc1cc(C)n2nc(C(=O)OCC(=O)Nc3ccc(C)c(S(=O)(=O)N4CCOCC4)c3)nc2n1	1%	-8%	i	-17%	-3	-21%	0%	-1%	0%
CCOC(=O)N1CCC(NC(=O)c2cccc3c2C(=O)N(Cc2cccnc2)C3)CC1	2%	8%	i	8%	15	5%	0%	0%	-5%
CC(C)(C)N1CC(COc2ccccc2)OC1=O (stereo not drawn)	-179%[0.0737 µM]	3%	i	2%	0	25%	-5%	-5%	0%
O=C(CC1CCCC1)Nc1nc2ccccc2[nH]1	-3%	7%	i	17%	0	32%[activator]	6%	-2%	-9%
O=C(CN1CCN(S(=O)(=O)N2CCOCC2)CC1)Nc1ccc(Cl)c(Cl)c1	7%	-11%	i	-28%	-10	-26%	-28%	0%	u
Cc1nn(CC2CCCCC2)c(N)c1-c1ccccc1	0%	-11%	i	-1%	1	15%	-11%	0%	0%
COCCNC(=O)c1cc(S(=O)(=O)N(C)C2CCCCC2)ccc1Cl	x	9%	i	-5%	34	x	6%	x	-27%
CCc1cccc(CC)c1NC(=S)N(CCN(C)C)C(C)c1cccnc1 (stereo not drawn)	-2%	-8%	i	2%	u	-30%	-7%	-2%	-39%
CC(Sc1cccc[n+]1[O-])c1ccccc1 (stereo not drawn)	1%	-1%	i	-2%	-6	2%	-1%	-5%	0%
O=S(=O)(c1ccc(F)cc1)N1CCC(N2CCCCCC2)CC1	11%	-4%	i	9%	-19	-4%	-3%	-1%	5%
CCOc1ccc(NC(=O)N2CC(C)OC(C)C2)cc1 (stereo not drawn)	-4%	2%	i	5%	9	3%	2%	-15%	u
COc1cccc(C(=O)N2CCN(CCCc3ccccc3)CC2)c1OC	13%	-3%	i	-23%	-22	u	6%	-1%	u
CN1CCN(C(=O)c2ccc3c(c2)N(Cc2cccc(Cl)c2)C(=O)c2ccccc2S3=O)CC1 (stereo not drawn)	10%	0%	i	u	-3	0%	3%	-3%	7%
O=C(CN1CCN(c2ccccn2)CC1)NC(=O)NC1CCCCC1	0%	0%	i	21%	0	0%	2%	3%	u

Sorted by molar mass (high to low): some entries from above
SMILES	MCF10A rerep	HT1080 IDH1KD tx	ATXN viability	KB-3-1 cytotox	IL-1B inflam inh	ATXN2 expr inh	HT1080NT lethal	SW480 rereplic	KB-V1 cytotox
CCOC(=O)N1CCC(NC(=O)c2cccc3c2C(=O)N(Cc2cccnc2)C3)CC1	2%	8%	i	8%	15	5%	0%	0%	-5%
O=S(=O)(c1ccc(F)cc1)N1CCC(N2CCCCCC2)CC1	11%	-4%	i	9%	-19	-4%	-3%	-1%	5%
CCOC(=O)C1(C)CCCN1C(=O)c1ccccc1F (stereo not drawn)	x	11%	i	0%	32	1%	u	x	3%
CC(Sc1cccc[n+]1[O-])c1ccccc1 (stereo not drawn)	1%	-1%	i	-2%	-6	2%	-1%	-5%	0%

Gathered by group: the entries above containing bromine
SMILES	MCF10A rerep	HT1080 IDH1KD tx	ATXN viability	KB-3-1 cytotox	IL-1B inflam inh	ATXN2 expr inh	HT1080NT lethal	SW480 rereplic	KB-V1 cytotox
O=C(NNC(=O)c1ccc(Br)s1)c1ccc(F)c(S(=O)(=O)N2CCOCC2)c1	-5%	0%	i	-2%	44	-22%	-6%	17%	0%
Cc1cc(Br)ccc1NC(=O)C1CCN(C(=O)c2ccco2)CC1	2%	7%	i	12%	-11	-16%	0%	13%	-13%
COc1cccc(C(=O)OCC(=O)c2ccc(Br)s2)c1	2%	1%	i	14%	0	-4%	0%	-1%	7%
